High-throughput results (PubChem BioAssay)
Caspase-1 inhib: allosteric or competitive inhibitors of human caspase-1; P29466; Caspase-1 enzyme, Ac-WEHD-AFC fluorogenic rate; Potency, µM (top dose mostly 57.5 µM), for inactives: top-dose activity change, negative = inhibition, usual class: inhibitors; 75,000 tested, 0.03% active;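 further: potency means the concentration at half of the fitted maximal effect; plate controls were vehicle for no effect and no substrate for full effect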
BRCT PPI red: BRCT-phosphoprotein interaction inhibition (red fluorophore); BRCT-phosphopeptide binding, red fluorescence polarization; Potency, µM (series often up to 76.9 µM), for the others: at the highest dose activity change, negative = inhibition, most hits filed as inhibitors; 75,000 tested, 0.03% active; AID 892; further: on the % scale 0 is the no-effect control and ±100 the full control effect
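Rhodamine-labelled pBACH1 10-mer (100 nM) bound to BRCT domain (100 nM) at pH 7.3; compounds incubated 12 min room temperature, polarization read. Free peptide defines full inhibition; unlabelled decapeptide titrated as control.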
BRCT inh green: blocks human BRCA1 BRCT binding to phosphopeptide, green readout. P38398. BRCA1 BRCT-phosphopeptide binding, green fluorescence polarization. Potency, µM (series often up to 76.9 µM), for inactives: at the top dose activity change, negative = inhibition, hits mostly inhibitors. 75,000 tested, 0.05% active. AID 875;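 further: potency means the concentration at half of the fitted maximal effect; plate controls were peptide without protein for full effect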
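Compounds were incubated for 12 min at room temperature with a complex of 100 nM fluorescein-tagged pBACH1 decapeptide and 250 nM His-tagged BRCT protein. Buffer was phosphate pH 7.3 with EDTA, DTT and Tween 20. Disruption of binding lowers the polarization signal.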
Fluorescein fluor: fluorescein region autofluorescence; Compound autofluorescence, 480/540 nm, fluorescein-equivalent; hits give high values; max fluorescein-equivalent concentration, M; 59,000 tested, 0.91% active; in the data active means max fluorescein-equivalent concentration above about 10 nM; inconclusive means between about 1.1 nM and that limit
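Fluorescein stocks ranging 3 mM down to 300 nM, plus DMSO blanks, were pinned alongside compounds to build a per-plate standard curve. Buffer: 100 mM Tris, pH 8.0. Incubation 15 min, room temperature; filters 480/540 nm.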
Casp7 inh: blocks human caspase-7 allosterically or competitively; AID 889; recombinant caspase-7, Ac-DEVD-AFC fluorescence rate; Potency, µM (series often up to 57.5 µM), inactives show at the top dose activity change, negative = inhibition, most hits filed as inhibitors; P55210; 75,000 tested, 0.02% active; active means well fitted inhibition curve with a large enough effect in the main read-out, with a control signal flat, not every such curve was filed as active; inconclusive means small, poorly fitted or top-dose-only effect, or a change in a side signal; further: potency means the concentration at half of the fitted maximal effect; % of control where 0% means no effect
USP2a inhib: inhibitors of human ubiquitin-specific protease USP2a; USP2a enzymatic assay, qHTS inhibition; Potency, µM (top dose mostly 38.3 µM), inactives show top-dose activity change, negative = inhibition, actives largely listed as inhibitors; 60,000 tested, 0.1% active; O75604;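 further: potency means the concentration at half of the fitted maximal effect; nearly all actives have a fitted effect of over 60% in size; plate controls were DMSO for no effect and NEM full inhibition control for full effect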
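20 nM USP2 core + cpd, 30 min RT; add 20 nM Ub-PLA2/20 uM NBD C6-HPC; read Ex460/Em535 at 0 h and 2.5 h. Normalized to NEM; qHTS curve fit/classification.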
HEK293 cAMP ctrl: counter-screen for TSHR agonists: cAMP increase in parental HEK293 | parental HEK293 CNG cAMP sensor, membrane potential fluorescence | Potency, µM (series often up to 57.1 µM), without a hit: top-dose activation, hits mostly activators | 73,000 tested, 2.5% active; further: potency means the concentration at half of the fitted maximal effect; % of control where 0% means no effect; nearly all actives have a fitted effect of over 55% in size
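Counterscreen for endogenous-receptor signalling: CNG-channel HEK 293 cells report cAMP rise by membrane depolarization. After 60 min dye equilibration with 100 uM RO 20-1724, compounds incubated 30 min before bottom-read fluorescence at 590 nm.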
Rhodamine autofl: rhodamine region autofluorescence. Rhodamine-region fluorescence, 547/598 nm, Tris buffer; hits give high values. max dye-equivalent concentration, M. 59,000 tested, 0.05% active; in the data active means max dye-equivalent concentration above about 11 nM; inconclusive means between about 1.1 nM and that limit
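Intensities are converted to rhodamine-equivalent concentration using a six-point rhodamine standard on each plate. Compounds sit 15 min at room temperature in 100 mM Tris buffer, pH 8.0; read uses the 547/598 nm excitation/emission pair.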
4MU fluor: compounds fluorescent in 4-MU spectral region; max dye-equivalent concentration, M; AID 589; compound autofluorescence, 340/450 nm, 4-MU equivalents; hits give high values; 59,000 tested, 11% active; in the data active means max dye-equivalent concentration above about 10 nM; inconclusive means mostly about 1.1 nM to 9.6 nM
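Compounds in 100 mM Tris, pH 8.0, incubated 15 min at room temperature, then fluorescence read at 340 nm excitation/450 nm emission. Signal converted to 4-MU dye-equivalent concentration using an on-plate six-point 4-MU standard curve.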
TexasRed autofl: compound fluoresces in the Texas Red spectral region | Compound fluorescence, Texas Red channel, 547/618 nm; hits give high values | max dye-equivalent concentration, M | 59,000 tested, 0.06% active | AID 587; in the data active means max dye-equivalent concentration above about 10 nM; inconclusive means between about 1.1 nM and that limit
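Spectral interference profiling: each compound concentration's relative fluorescence, read with a 547 nm excitation and 618 nm emission filter pair, was normalized to a per-plate Texas Red standard curve.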
A350 autofl: compounds fluorescent in Alexa 350 spectral region; AID 590; 59,000 tested, 11% active; Compound autofluorescence, 340/450 nm, Alexa 350 dye-equivalents; hits give high values; max dye-equivalent concentration, M; in the data active means max dye-equivalent concentration above about 10 nM; inconclusive means mostly about 1.1 nM to 9.6 nM
* = called active by the depositor; i = inactive; ? = inconclusive; · = no result given; [ ] = remark or other dose. Unless noted, the call rests on the fitted dose curve; in most records, active means well fitted curve in the direction sought with a large enough effect; inconclusive means small, poorly fitted or top-dose-only effect, or another doubt; inactive means no such curve, though single readings can be large; an effect the other way counts as inactive or inconclusive.

SMILES | Caspase-1 inhib | BRCT PPI red | BRCT inh green | Fluorescein fluor | Casp7 inh | USP2a inhib | HEK293 cAMP ctrl | Rhodamine autofl | 4MU fluor | TexasRed autofl | A350 autofl
O=C(C(c1ccccc1)c1ccccc1)N1CCOCC1 | -3% | -0.6% | 5.5% | · | 0% | -1% | 1% | · | · | · | ·
COc1cc(NC2c3ncccc3C(=O)N2Cc2ccco2)cc(OC)c1 (stereo unspecified) | 2% | -0.1% | -2.0% | i | -7% | -10% | 0% | i | i | i | i
COc1ccc(CN2C(=O)c3ccccc3C2C(=O)NC2CCCC2)c(OC)c1 (stereo unspecified) | -1% | 0.6% | -2.2% | i | -1% | 17% | 26% | i | i | i | i
CCCOc1ccc(/C(O)=C2/C(=O)C(=O)N(CCN(C)C)C2c2ccc(O)c(OC)c2)cc1 (stereo unspecified) | 2% | -0.6% | -0.4% | i | -1% | 0% | 9% | i | i | i | ?
O=C(NCc1nnc(SCC(=O)N2CCCCCC2)o1)c1ccco1 | 1% | -1.1% | -1.2% | i | 1% | -4% | -11% | i | i | i | ?
Cc1cc(N2C(=O)c3ccc(C(=O)NCc4ccccc4)cc3C2=O)no1 | -1% | -0.4% | 0.1% | i | -1% | 9% | 1% | i | i | i | i
Nc1nonc1/C(=N/O)N1CCCC1 | 1% | 1.2% | -2.3% | i | -1% | · | 1% | i | i | i | i
CCCCCCNC(=O)Nc1ccc(S(=O)(=O)Nc2ccc(CCNC[C@H](O)COc3ccc(O)cc3)cc2)cc1 | 0% | -0.5% | -3.7% | · | -4% | · | -12% | · | · | · | ·
COC(=O)[C@H](C)[C@@H]1C[C@@]1(C)[C@@H](NC(=O)OCc1ccccc1)c1ccccc1 | -4% | 0.3% | -0.7% | · | -3% | · | 16µM* | · | · | · | ·
Cc1ccc(NC(=O)NCCc2ccc(S(N)(=O)=O)cc2)cc1 | -1% | 2.3% | 0.1% | i | 1% | -7% | 4% | i | i | i | i
CC(=O)Nc1ccc(S(=O)(=O)N2CCN(C34CC5CC(CC(C5)C3)C4)CC2)cc1 | 0% | -0.3% | 0.0% | i | 3% | 3% | 6% | i | i | i | i
CCS(=O)(=O)N1CCC(C(=O)NCCCN2CCCC2)CC1 | 3% | -0.6% | 2.3% | i | 1% | -2% | 2% | i | i | i | i
CCOC(=O)c1ccc(NS(=O)(=O)c2cc(-c3nnnn3CC)ccc2OC)cc1 | 1% | -1.8% | 0.0% | · | 1% | -8% | -3% | · | · | · | ·
CCn1nc(C(=O)OCC(=O)N2c3ccccc3CC2C)c2ccccc2c1=O (stereo unspecified) | -1% | -0.2% | -2.8% | ? | 3% | 14% | 26% | i | i | i | ?
CCN(C(=O)Cc1cccs1)c1nnc(-c2cc(OC)c(OC)c(OC)c2)s1 | -2% | 2.4% | 14% | ? | -3% | 27% | 16% | i | i | i | i

Reprinted at random: five compounds from above
SMILES | Caspase-1 inhib | BRCT PPI red | BRCT inh green | Fluorescein fluor | Casp7 inh | USP2a inhib | HEK293 cAMP ctrl | Rhodamine autofl | 4MU fluor | TexasRed autofl | A350 autofl
CCn1nc(C(=O)OCC(=O)N2c3ccccc3CC2C)c2ccccc2c1=O (stereo unspecified) | -1% | -0.2% | -2.8% | ? | 3% | 14% | 26% | i | i | i | ?
Cc1cc(N2C(=O)c3ccc(C(=O)NCc4ccccc4)cc3C2=O)no1 | -1% | -0.4% | 0.1% | i | -1% | 9% | 1% | i | i | i | i
O=C(NCc1nnc(SCC(=O)N2CCCCCC2)o1)c1ccco1 | 1% | -1.1% | -1.2% | i | 1% | -4% | -11% | i | i | i | ?
CCCCCCNC(=O)Nc1ccc(S(=O)(=O)Nc2ccc(CCNC[C@H](O)COc3ccc(O)cc3)cc2)cc1 | 0% | -0.5% | -3.7% | · | -4% | · | -12% | · | · | · | ·
O=C(C(c1ccccc1)c1ccccc1)N1CCOCC1 | -3% | -0.6% | 5.5% | · | 0% | -1% | 1% | · | · | · | ·

(more compounds)
SMILES | Caspase-1 inhib | BRCT PPI red | BRCT inh green | Fluorescein fluor | Casp7 inh | USP2a inhib | HEK293 cAMP ctrl | Rhodamine autofl | 4MU fluor | TexasRed autofl | A350 autofl
Cc1cc2nn(-c3cccc4ccccc34)nc2cc1N | ? | 0.7% | -2.1% | i | -26% | 34%[activator] | -6% | i | 1.2e-07M* | i | 1.5e-07M*
CCOC(=O)N1CCC(Nc2c(-c3ccc(C)cc3)c(=O)c2=O)CC1 | -2% | -2.6% | -2.4% | ? | 0% | 7% | -4% | i | i | i | i
Cc1cc(C)cc(OCCCCCNCCO)c1 | 0% | 2.8% | -1.1% | · | -1% | -13% | 20% | · | · | · | ·
O=C(Nc1ccon1)c1csc2c1CCCC2 | -3% | -1.3% | -1.3% | i | -3% | 45%[activator] | 2% | i | i | i | i
COc1cccc(NC(=O)CSc2nnnn2C(C)C)c1 | 0% | 0.2% | -1.4% | ? | 0%[0.00368 µM] | -1% | 22% | i | i | ? | ?
COc1ccc(S(=O)(=O)NCCSCc2ccco2)cc1 | -9% | -0.5% | -0.8% | i | -19% | 22% | 5% | i | i | i | i
O=C(NC1=NCCS1)C1COc2ccccc2O1 (stereo unspecified) | 0% | 0.7% | -2.7% | ? | -1% | 4% | -6% | i | ? | i | ?
COc1ccc(C(CNC(=O)c2ccc(S(=O)(=O)N3CCOCC3)cc2)N2CCCCC2)cc1 (stereo unspecified) | 0% | -1.6% | 2.5% | ? | 1% | 20% | 9% | i | i | i | i
Cc1ccc(OCc2nc(C#N)c(NCc3ccco3)o2)cc1 | -5% | 1.0% | 0.4% | i | -5% | 24% | 28% | i | i | i | i
Cc1cc(C)n(-c2nnc(C)n2/N=C/c2ccccc2F)n1 | · | · | · | ? | · | · | · | i | i | i | i
Cc1ccc(CS(=O)(=O)CCC(=O)NCc2ccc3c(c2)OCO3)cc1 | 2% | -0.1% | -0.6% | i | 0% | -4% | 0% | i | i | ? | i
O=C(OCC(=O)N1CCCC1)c1ccccc1OCc1ccccc1 | -1% | 0.5% | -1.7% | ? | 0% | -1% | 14% | i | i | i | i
Cc1cccc(NC(=O)C23CCC(C)(/C(=N/O)C2)C3(C)C)c1 (stereo unspecified) | 0% | -0.6% | -2.8% | i | -2% | 16% | -5% | i | ? | ? | 1.5e-08M*
COC(=O)c1ccc(NC(=O)CCN2CCN(c3ccccc3)CC2)cc1 | -1% | -0.3% | -4.4% | ? | 1% | 5% | 13% | i | i | i | i
O=C(Nc1nccs1)C1CCCN1S(=O)(=O)c1ccc(Cl)cc1 (stereo unspecified) | 1% | 0.1% | -5.2% | ? | 7% | -7% | -2% | i | i | i | i
CC1S/C(=C(\C#N)C(=O)NCc2ccco2)N(c2ccc(F)cc2)C1=O (stereo unspecified) | -4% | -0.2% | 0.6% | i | -4% | 9% | 10% | i | i | ? | i
COc1ccc2c(c1OC)C(=O)O[C@@H]2[C@H]1c2c(cc3c(c2OC)OCO3)CCN1C | 3% | -3.6% | -3.7% | ? | 2% | · | 16% | i | ? | i | ?
O=C1CC(N2CCN(S(=O)(=O)c3cccc(C(F)(F)F)c3)CC2)C(=O)N1Cc1ccccc1 (stereo unspecified) | -3% | -1.5% | -0.4% | ? | -5% | 52%[activator] | 0% | i | i | ? | i
O=C(CCC(=O)OCCCC(F)(F)C(F)(F)F)Nc1ccccc1 | -1% | 0.4% | -2.1% | · | 0% | 3% | -6% | · | · | · | ·
N#CC(C(=O)Nc1ccccc1)=C1CCCCC1 | -1% | 1.3% | -1.1% | · | -2% | · | 24% | · | · | · | ·
COc1ccc(-c2noc(CN3CCN(c4ccccc4)CC3)n2)cc1 | -3% | -0.8% | 1.9% | · | -5% | · | ? | · | · | · | ·
CCOC(=O)C1CCCN(C(=O)c2cn(CC)c(=O)c3cc(OC)c(OC)cc23)C1 (stereo unspecified) | 0% | -0.4% | -0.5% | i | -1% | 0% | -4% | i | i | i | i
Cn1c(=O)c2c(nc(SCc3ccccn3)n2C)n(C)c1=O | -1% | -2.0% | 1.0% | i | -1% | 8% | 7% | i | i | i | i
C=CCn1c(N2CCCCCC2)nc2c1c(=O)n(C)c(=O)n2C | -2% | 1.2% | -1.9% | ? | 1% | · | 24% | i | i | i | i
O=C(Nc1ccc(N2CCN(C(=O)c3ccco3)CC2)cc1)c1ccc(F)cc1 | -1% | -2.4% | -3.1% | ? | -2% | 23% | 8% | i | i | i | i
COc1ccc(OCC(=O)Nc2ncc3c(n2)CC(C)(C)CC3=O)cc1 | -3% | -0.6% | -2.5% | i | 1% | 11% | 6% | i | i | ? | i
CC(NC(=O)c1ccccc1O)c1ccccc1 (stereo unspecified) | -2% | -1.4% | -2.2% | · | -2% | 2%[7.66 µM] | 11%[11.4 µM] | · | · | · | ·
COc1ccc(CCNC(=O)CN(c2ccc(C)cc2)S(=O)(=O)c2c(C)noc2C)cc1OC | -2% | 0.6% | 0.7% | i | -9% | 16% | 5% | i | i | i | i
COC(=O)C(O)(NC(=O)OCc1ccccc1)C(F)(F)F (stereo unspecified) | 1% | -0.6% | -3.1% | ? | 0% | -1% | 0% | i | i | i | i
COC(=O)N1CCC2(CC1)CN(C(c1ccccc1)c1ccccc1)C2 | -1% | -1.9% | -3.6% | ? | -1% | -3% | 30% | i | i | i | i
O=C(O)c1cccc(CN2CCCCC2)c1 | 3%[11.5 µM] | 0.1%[15.4 µM] | -1.7%[15.4 µM] | i | -3%[11.5 µM] | · | 17%[11.4 µM] | i | i | i | i

Some of the compounds tested, so the mix of outcomes need not match the whole.
